Screens: PubChem BioAssay, National Center for Advancing Translational Sciences (NCATS)
D1 antagonist – human D1 dopamine receptor antagonism; 3.2% of 360,000 active; P21728; HEK293 TREx D1 cells, calcium flux, dopamine EC80; hits give low values; activity change, negative = inhibition, % at 10 µM; in the data active means activity change below about -30%; further: on the % scale 0 is the no-effect control and ±100 the full control effect
Target sequence (P21728 whole entry, looked up): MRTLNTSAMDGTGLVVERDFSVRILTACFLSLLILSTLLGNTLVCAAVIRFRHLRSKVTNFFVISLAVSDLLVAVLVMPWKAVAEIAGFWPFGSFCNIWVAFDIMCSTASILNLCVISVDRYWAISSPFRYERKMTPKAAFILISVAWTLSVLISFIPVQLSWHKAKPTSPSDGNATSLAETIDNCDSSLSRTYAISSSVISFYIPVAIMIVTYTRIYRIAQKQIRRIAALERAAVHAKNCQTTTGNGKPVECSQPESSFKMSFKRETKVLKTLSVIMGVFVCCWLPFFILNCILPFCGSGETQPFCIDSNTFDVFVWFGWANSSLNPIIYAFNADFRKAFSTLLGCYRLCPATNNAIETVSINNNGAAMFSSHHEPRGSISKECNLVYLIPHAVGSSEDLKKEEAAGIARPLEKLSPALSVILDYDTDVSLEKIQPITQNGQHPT
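HEK293 T-REx cells expressing inducible, force-coupled D1 receptor; no-wash Ca dye, 30–90 min RT. Cmpd → 180 s read at 1 Hz → EC80 DA → 180 s read.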
D2 PAM – D2 dopamine receptor (human) potentiation | P14416 | HEK293 T-REx D2, calcium flux, EC20 dopamine potentiation | potentiation, % at 10 µM | 0.34% of 340,000 active;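 active means potentiation over 3 SD above the plate norm, cut at about 30% in these data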; further: 0% is about no effect
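Tetracycline-induced HEK293 T-REx cells force-coupled to calcium signalling expressed D2; compounds were pin-added after a 10 s baseline, read kinetically 180 s, then an EC20 dopamine challenge followed with a further 180 s calcium read.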
GRP78 ERSR act – inducers of ER stress response in human glioma cells | U87-MG GRP78 promoter luciferase reporter, 16 h | Potency, µM, inactives show top-dose activation, hits mostly activators | 0.02% of 420,000 active; further: potency means the concentration at half of the fitted maximal effect; series mostly up to about 76 µM; % of control where 0% means no effect; nearly all actives have a fitted effect of over 35% in size
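Stably transfected U87-MG glioma cells carrying a GRP78-based luciferase sensor; 16 h compound incubation. Luminescence end-point read 10 min after Bright-Glo addition at room temperature.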
Vif-A3F inh – Vif-A3F binding inhibition | 0.2% of 390,000 active | HeLa A3F-eYFP + Vif (tagged APOBEC3F with the HIV-1 protein that degrades it), YFP fluorescence increase | Potency, µM (series often up to 46.1 µM), for inactives: at the top dose activity, negative = active; further: potency means the concentration at half of the fitted maximal effect; % of control where 0% means no effect; nearly all actives have a fitted effect of over 65% in size
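HeLa cells stably expressing A3F-eYFP plus Vif, plated and incubated overnight at 37 deg C, then exposed to compounds overnight at 37 deg C. Blocked degradation read as raised yellow fluorescence (Ex 488/Em 500-530).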
D1 agonist – activates the human D1 dopamine receptor. AID 504660. activation, % at 2 µM. 1% of 360,000 active. HEK293 T-REx D1 cells, calcium flux, agonist mode. P21728; in the data active means activation above about 30%; further: 0% is about no effect
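Agonism was scored from calcium flux recorded over 180 s (1 read/s) after pintool compound addition, following a 10-cycle baseline. Cells were inducible force-coupled HEK293 TREx D1, plated overnight at 30 C and loaded with no-wash calcium dye.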
RXFP1 agonist – agonists of human relaxin receptor RXFP1; Potency, µM (top dose mostly 57.5 µM), for inactives: at the top dose activation, actives largely listed as activators; 0.3% of 370,000 active; HEK293T-RXFP1 cAMP TR-FRET, 30 min; response scale: percent of porcine relaxin response, buffer zero; Q9HBX9; further: potency means the concentration at half of the fitted maximal effect; on the % scale 0 is the no-effect control and ±100 the full control effect; nearly all actives have a fitted effect of over 60% in size; many of its hits are not listed in these tables
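Agonist response is measured as cAMP accumulation in an RXFP1-transfected HEK293T line under PDE4 inhibition. Values are scaled between buffer-only and 29 nM porcine relaxin, and EC50s come from standard Hill equation fits.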
RXFP1 antagonist – antagonists of human relaxin receptor RXFP1. Q9HBX9. HEK293-RXFP1, relaxin-stimulated cAMP HTRF, 30 min; hits give low values. activity change, negative = inhibition, % at 57.5 µM. 0.59% of 350,000 active;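 active means activity change of -60% or lower, but not beyond a set lower limit; inconclusive means change between -60% and -40%, or beyond the set limit; inactive means change above -40%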; further: on the % scale 0 is the no-effect control and ±100 the full control effect
D1 PAM – potentiators of human D1 dopamine receptor. 0.036% of 360,000 active. HEK293 TREx D1 cells, calcium flux, dopamine EC20 potentiation. P21728. potentiation, % at 10 µM. AID 504651; in the data active means potentiation above about 30%; further: 0% is about no effect
Vif-A3G inh – Vif-A3G binding inhibition | Q9HC16 | HeLa A3G-eYFP + Vif (tagged APOBEC3G with the HIV-1 protein that degrades it), YFP fluorescence, overnight | Potency, µM (titrated, usually from 46.1 µM), without a hit: at the top dose activity, negative = active, most hits filed as inhibitors | 0.076% of 410,000 active | AID 602310;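 further: potency means the concentration at half of the fitted maximal effect; on the % scale 0 is the no-effect control and ±100 the full control effect; nearly all actives have a fitted effect of over 60% in size; hits raise eYFP signal because A3G escapes Vif-driven loss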
Target sequence (Q9HC16 whole entry, looked up): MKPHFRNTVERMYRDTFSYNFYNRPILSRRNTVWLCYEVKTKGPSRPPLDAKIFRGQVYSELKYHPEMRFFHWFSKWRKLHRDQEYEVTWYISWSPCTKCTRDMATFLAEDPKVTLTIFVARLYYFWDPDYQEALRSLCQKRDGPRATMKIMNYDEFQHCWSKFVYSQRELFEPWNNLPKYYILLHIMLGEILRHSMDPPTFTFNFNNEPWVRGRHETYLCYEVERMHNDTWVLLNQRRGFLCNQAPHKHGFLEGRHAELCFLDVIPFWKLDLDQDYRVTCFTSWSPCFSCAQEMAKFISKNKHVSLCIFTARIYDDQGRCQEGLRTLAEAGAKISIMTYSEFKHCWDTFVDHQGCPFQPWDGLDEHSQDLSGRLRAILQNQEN
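Read-out is eYFP fluorescence (Ex 488/Em 500-530) from Vif-expressing HeLa A3G-eYFP cells; more signal means A3G escaped Vif-mediated degradation. Cells plated overnight, compound pinned in, incubated overnight at 37 deg C.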
Starred values were filed as active, the others as inactive; u = inconclusive; x = not tested or not shown; & = joins results of further samples. Unless noted, the call rests on the fitted dose curve; in most records, active means well fitted curve in the direction sought with a large enough effect; inconclusive means small, poorly fitted or top-dose-only effect, or another doubt; inactive means no such curve, though single readings can be large; an effect the other way counts as inactive or inconclusive.

SMILES | D1 antagonist | D2 PAM | GRP78 ERSR act | Vif-A3F inh | D1 agonist | RXFP1 agonist | RXFP1 antagonist | D1 PAM | Vif-A3G inh
Cc1c(N=Nc2c(O)n(Cc3ccccc3)c(=O)[nH]c2=O)c(=O)n(-c2ccccc2)n1C | 2 | 7 | -5% | u | 3 | -0.7% | x | 6 | 1%
c1ccc(CNc2c3c(nc4ccccc24)CCC3)cc1 | -50* | 11 | -6% | 8% | 22 | 0.8% | 3 | -20 | -8%
C[C@H]1CN([C@@H](C)CO)C(=O)CCCn2nncc2CO[C@@H]1CN(C)C(=O)Oc1ccccc1 | x | x | -2% | -9% | x | x | 4 | x | -2%
COC(=O)c1ccc(CN2CCSC2=N)cc1 | -10 | -7 | 1% | -13% | 7 | -0.2% | 3 | -2 | 1%
Cc1cc(Cl)ccc1OCC(=O)N1CCN(C)CC1 | 7 | -7 | 0% | -2% | 1 | 0.5% | -1 | -9 | 0%
CCC(=NCc1cccnc1)c1c(O)n(-c2ccc(Cl)cc2)c(=O)[nH]c1=O | 2 | -5 | -4% | -10% | 0 | 3.5% | -18 | -5 | 1%
CCNc1nc(Cl)nc(NC(C)C)n1 | 6 | 19 | 0%&-2% | 10% | 0 | -0.3% | 2 | -1 | 2%
COc1ccc(NC(c2ccccc2F)P(=O)(Oc2ccccc2)Oc2ccccc2)cc1 (centres undefined) | -7 | -3 | -2% | 4% | 0 | -0.1% | -3 | -5 | -1%
COc1ccc2nc3oc(C(=O)N4CCC5(CC4)OCCO5)cc3cc2c1 | 11 | 4 | 12% | -10% | 0 | 3.6% | 0 | 2 | -7%
Cc1ccc(CN2CCCC(C(=O)c3sccc3C)C2)o1 (centres undefined) | 0 | -19 | -2% | 13% | 1 | 1.7% | -25 | -1 | 0%
COc1cc2c(cc1OC)C13CCN4CC5=CCOC6CC(=O)N2C1C6C5C3C4 (centres undefined) (tested in a mixture with another compound) | x | x | -3% | 5% | x | x | -14 | x | 4%
COc1ccc(OC)c2c1CCC1NCCOC21 (centres undefined) | -12 | -2 | -5% | -4% | 4 | 3.4% | x | -6 | -3%
CCc1ccc(-n2nc(C)c3c2NC(=O)CSC3c2ccc(C(=O)OC)cc2)cc1 (centres undefined) | -43* | -2 | x | x | 9 | 3.6% | -15 | 1 | x
Cc1ccc(C(=O)n2cc(CCN3CCS(=O)(=O)CC3)c3ccccc32)cc1 | -1 | 17 | -2% | -3% | 3 | 0.1% | 2 | 8 | -4%
CC12CCC3C(CC=C4CC(O)CCC43C)C1C/C(=C\c1ccccc1F)C2=O (centres undefined) | -26 | -4 | -3% | 0% | 6 | -0.8% | -7 | 1 | -19%
CN1C(=O)/C(=C/C=C/c2ccco2)C(=O)NC1=S | 3 | 4 | -1% | -27% | 4 | 2.8% | 22 | 4 | -7%
O=C(Nc1ccccc1)Oc1ccccc1 | 13 | 5 | 0% | -10% | -1 | 3.4% | -1 | 1 | 0%
Cc1onc(-c2ccccc2)c1C(=O)N1CCC2(CC1)OCCO2 | 18 | 6 | -4% | -16% | 5 | -0.1% | 7 | 2 | 2%
O=c1[nH]c(O)c(N=Nc2cccc(S(=O)(=O)N3CCOCC3)c2)c(=O)[nH]1 | 10 | 15 | -2% | -22% | -1 | 5.8% | -9 | -10 | 1%
CC(Cc1ccccc1)[n+]1cc(/N=C(\[O-])Nc2ccccc2)on1 (centres undefined) | x | 1 | -3% | 9% | 0 | 1.0% | -4 | -4 | 1%
COC1=C[C@@H]2C3=C([C@@H]2C1=O)[C@@H](NC(C)=O)CCc1cc(OC)c(OC)c(OC)c13 | -3 | -3 | 1% | -1% | -1 | 1.3% | x | 1 | -1%
CC(C)(C)OC(=O)c1c(N)n(Cc2ccco2)c2nc3ccccc3nc12 | -10 | -2 | 5% | u | 3 | 0.4% | -5 | 0 | -4%
Cc1[nH]c2ccc(OCc3ccccc3)cc2c1CCN | 8 | -10 | -1% | -15% | 12 | -1.0% | -5 | -3 | -7%
CC12CCC(=O)C=C1CC(O)C1C2CCC2(C)C1CCC2(C)O (centres undefined) | x | x | -6% | -6% | x | x | 5 | x | 5%
O=C(N/N=C/c1c(O)n(Cc2ccco2)c(=O)[nH]c1=O)c1ccccc1O | -1 | 8 | 3% | -11% | 1 | 0.8% | -36 | 7 | -1%
CC1CCC(N(C)C2CCN(C)CC2)CC1 (centres undefined) | -2 | -11 | -3% | -7% | 2 | 5.5% | 2 | -3 | 0%
COc1cc2c(cc1OC)C(C(=O)NC(C)C)C1CCCCN1C2=O (centres undefined) | -5 | x | -5% | 2% | 0 | -12% | -18 | -6 | 0%
CC1CCCC(C)N1/N=C/c1c[nH]c2ccc(Br)cc12 (centres undefined) | -6 | -31 | -8% | 1% | 10 | 0.7% | -10 | -9 | -8%
O=S(=O)(NC1CCCCCCC1)OCC(Cl)(Cl)Cl | -21 | 8 | -3% | -11% | 0 | 0.3% | x | -2 | -2%
Cc1ccccc1C(=O)N1CC1C (centres undefined) | x | x | -5% | -6% | x | x | 3 | x | -1%

Some entries already given, showing only GRP78 ERSR act.
SMILES	GRP78 ERSR act
O=C(N/N=C/c1c(O)n(Cc2ccco2)c(=O)[nH]c1=O)c1ccccc1O	3%
COC1=C[C@@H]2C3=C([C@@H]2C1=O)[C@@H](NC(C)=O)CCc1cc(OC)c(OC)c(OC)c13	1%
COc1cc2c(cc1OC)C(C(=O)NC(C)C)C1CCCCN1C2=O (centres undefined)	-5%
CC(C)(C)OC(=O)c1c(N)n(Cc2ccco2)c2nc3ccccc3nc12	5%
O=S(=O)(NC1CCCCCCC1)OCC(Cl)(Cl)Cl	-3%

(cont.)
SMILES | D1 antagonist | D2 PAM | GRP78 ERSR act | Vif-A3F inh | D1 agonist | RXFP1 agonist | RXFP1 antagonist | D1 PAM | Vif-A3G inh
Cc1ccc(C2(O)CCN3CCCCC32)cc1 (centres undefined) | 0 | -12 | 0% | x | 3 | 0.8% | 6 | -4 | 2%
O=S(=O)(O)C(=Cc1ccccc1)c1ccccc1 (tested in a mixture with another compound) | x | x | -1% | 4% | x | x | -1 | x | 1%
O=c1[nH]c(=O)n(Cc2ccco2)c(O)c1C=NCc1ccco1 | 8 | 2 | -1% | -3% | 3 | -0.6% | 0 | -6 | -2%
O=c1cc(CN2CCNCC2)nc2sccn12 | 9 | 14 | 1% | 3% | 1 | 1.4% | 4 | -4 | 0%
CCOC(=O)CSc1ccc(C(=O)N2CCC3(CC2)OCCO3)cc1[N+](=O)[O-] | 8 | -7 | u | -1% | 3 | 2.6% | 8 | 3 | 1%
CC(C)(C)NC(=O)Cn1cc(C(=O)c2ccccc2F)c2ccccc21 | 5 | 2 | -5% | x | -1 | 7.5% | 0 | -3 | 0%
Cc1cc(C)c2c(c1)NP(=S)(c1ccccc1)N2 (centres undefined) | x | x | 1% | 0% | x | x | -5 | x | 1%
Clc1ccc(OCC#CCN2CCOCC2)cc1 | 3 | 3 | 1% | -2% | 2 | 0.9% | -12 | 0 | 0%
O=[N+]([O-])/C(Cl)=C1\NCCN1Cc1ccc(Cl)nc1 | -27 | 7 | -3% | 10% | 2 | -0.4% | 2 | -6 | -12%
CCCCn1c(=O)c(C(=O)Nc2cnccn2)c(O)c2ccccc21 | 6 | -2 | -5% | -2% | 2 | 3.6% | -7 | 0 | 5%
COc1cccc(-c2nc3ccc(N4CCN(C)CC4)cc3[nH]2)c1 | -29 | -3 | -13% | -2% | 4 | 27% | 14 | -3 | 1%
O=P(O)(O)Cc1ccccc1OP(=O)(c1ccccc1)c1ccccc1 | 66 | 9 | 1% | 6% | 5 | -0.1% | 5 | -1 | 0%
COC(=O)C1=C(c2ccc(F)cc2F)C[C@@H]2CC[C@H]1N2C(=O)N1CCCCC1 | x | x | -4% | 0% | 0 | 0.4% | x | 4 | 5%
O=c1c2ccccc2ncn1-c1ccc([N+](=O)[O-])c(C(F)(F)F)c1 | -13 | 8 | -3% | 9% | 4 | -0.8% | -3 | -3 | 0%
c1cncc(CNC2CCCC2)c1 | 8 | 1 | -6% | 2% | 3 | 1.1% | 8 | -3 | -3%
O=C1NC(=S)N(c2ccccc2F)C(=O)/C1=C\c1cccs1 | 8 | -3 | -13% | -7% | 1 | -2.3% | -6 | -3 | u
O=C(Cc1ccc([N+](=O)[O-])cc1)N1CCN(Cc2ccc3c(c2)OCO3)CC1 | -36* | 1 | -1% | 13% | 3 | 2.2% | -8 | 1 | 0%
CC12CCCCC1=NC(c1ccc(Br)cc1)N2O (centres undefined) | 0 | -8 | -1% | -2% | 0 | -0.6% | -1 | -1 | 0%
Cc1ccc(N2Cc3ccccc3C2=N)cc1[N+](=O)[O-] | -11 | -2 | -5% | 6% | 1 | 0.5% | -6 | -5 | 1%
CCc1nc2ccccc2c(=O)n1-c1cccc(OC)c1 | 2 | 16 | -1% | -8% | 0 | -0.2% | -1 | 0 | -1%
CC(Cc1ccccc1)[n+]1cc(/N=C(\[O-])N(C)C)on1 (centres undefined) | -4 | -18 | 3% | -1% | 0 | 0.8% | -1 | -3 | 2%
COc1ccc2[nH]c(C)c(CCN3CCC(=O)C(C)C3C)c2c1 (centres undefined) | -1 | -18 | 2% | -1% | 1 | 2.3% | -1 | -3 | 2%
COc1ccc(-n2nc(C(=O)NCC(=O)N3CCC4(CC3)OCCO4)c3ccccc3c2=O)cc1Cl | 22 | 3 | 0% | 10% | -2 | 26% | 5 | 5 | 3%
CC(O)(CS(=O)(=O)c1ccc(F)cc1)C(=O)Nc1ccc(C#N)c(C(F)(F)F)c1 (centres undefined) | 3 | 9 | 1% | x | 10 | -1.3% | x | -1 | x
Cc1cc(C)[n+](C2C3CC4CC(C3)CC2C4)o1 (centres undefined) | 4 | -15 | -3% | 6% | 5 | 0.0% | 4 | -5 | 3%
C=CCn1c(O)c(C(CC)=NCc2ccco2)c(=O)[nH]c1=O | 7 | 11 | -1% | 10% | 2 | 0.7% | 4 | 3 | 3%

An excerpt; the hit share may differ from the screen's.
